# Screening results (PubChem BioAssay)
# Mac1 fbg enh: enhancers of CD11b/CD18 adhesion to fibrinogen, primary screen, K562 cells, luminescence; Integrin beta-2 (Homo sapiens) + Integrin alpha-M (Homo sapiens), P05107+P11215; ATPlite luminescence; activation, % at 10 µM; 93,000 compounds, 0.07% hits; AID 1499, 2009;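 active = 10 µM primary screen giving 50% or more activity, confirmed by 40% or more on retest at that dose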; also: strong numbers were not always called active; reference of the scale not given here
# PLAP act: PLAP enzyme activators, biochemical, luminescence, HTS; purified PLAP enzyme, luminescent substrate read-out; hits give high values; activation fold at 20 µM; 96,000 compounds, 1.2% hits; in the data active = activation fold above about 2
# Target sequence (P05187 whole entry, looked up): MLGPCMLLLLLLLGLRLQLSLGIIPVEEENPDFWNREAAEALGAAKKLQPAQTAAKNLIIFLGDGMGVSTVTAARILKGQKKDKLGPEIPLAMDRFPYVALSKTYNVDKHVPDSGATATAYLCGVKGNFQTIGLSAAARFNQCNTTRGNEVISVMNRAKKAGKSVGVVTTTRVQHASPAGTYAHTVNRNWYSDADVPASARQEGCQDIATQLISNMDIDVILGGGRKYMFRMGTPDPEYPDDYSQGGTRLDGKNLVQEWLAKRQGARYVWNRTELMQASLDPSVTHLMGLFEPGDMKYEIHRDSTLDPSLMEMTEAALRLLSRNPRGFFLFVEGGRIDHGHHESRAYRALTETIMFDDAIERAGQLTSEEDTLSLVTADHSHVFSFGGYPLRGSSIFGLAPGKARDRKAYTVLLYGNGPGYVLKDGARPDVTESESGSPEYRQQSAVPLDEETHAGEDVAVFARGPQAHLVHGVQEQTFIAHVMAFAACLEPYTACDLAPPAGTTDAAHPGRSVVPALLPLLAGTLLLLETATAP
# CYP2C19 act: human CYP2C19 activators, primary screen, biochemical, luminescence; recombinant CYP2C19, luciferin-H EGE luminescence; hits give high values; 0 = fully inhibited enzyme, 1 = untreated enzyme; activation factor at 5 µM; 96,000 tested, under 10 active;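 active = activation factor of at least 2 at 5 µM in the primary screen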;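 also: 0 = wells with 2.5 mM tranylcypromine and 1 = vehicle-only wells; values of inactives mirror those of a sister screen read the other way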
# MT1-MMP txn act: MT1-MMP promoter reporter activation – cell-based, luciferase luminescence, primary screen. activation factor at 10 µM. 86,000 compounds, 0.16% hits. AID 750, 2007. HT1080 MT1-MMP promoter luciferase reporter, overnight; hits give high values;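 active = activation factor of at least 2 for MT1-MMP transcription at 10 µM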
# Pyk2 oligo antag: antagonists of Pyk2 self-association, primary screen, Q293 cells, FERM NanoBiT luminescence, HTS; hits give low values; Protein-tyrosine kinase 2-beta (Homo sapiens), Q14289; z-score (the deposit names both 25 µM and 10 µM); 99,000 compounds, 0.83% hits;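 active = Z-score of -3 or lower, scaled per plate to the spread of control and sample wells; inactive = z-score above -3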;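 also: negative z-score means lost luminescence so less FERM oligomerization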
# CYP2C9 inh: blockers of cytochrome P450 2C9 activity – biochemical, luminescence, ADME assay, primary screen | P11712 | 96,000 compounds, 20% hits | inhibition, % at 5 µM | CYP2C9 Supersomes, luciferin-H conversion;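 active = blocking of liver enzyme CYP2C9 beyond about 50% at 5 µM, limit read from the data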; also: values of inactives mirror those of a sister screen read the other way
# Target sequence (P11712 whole entry, looked up): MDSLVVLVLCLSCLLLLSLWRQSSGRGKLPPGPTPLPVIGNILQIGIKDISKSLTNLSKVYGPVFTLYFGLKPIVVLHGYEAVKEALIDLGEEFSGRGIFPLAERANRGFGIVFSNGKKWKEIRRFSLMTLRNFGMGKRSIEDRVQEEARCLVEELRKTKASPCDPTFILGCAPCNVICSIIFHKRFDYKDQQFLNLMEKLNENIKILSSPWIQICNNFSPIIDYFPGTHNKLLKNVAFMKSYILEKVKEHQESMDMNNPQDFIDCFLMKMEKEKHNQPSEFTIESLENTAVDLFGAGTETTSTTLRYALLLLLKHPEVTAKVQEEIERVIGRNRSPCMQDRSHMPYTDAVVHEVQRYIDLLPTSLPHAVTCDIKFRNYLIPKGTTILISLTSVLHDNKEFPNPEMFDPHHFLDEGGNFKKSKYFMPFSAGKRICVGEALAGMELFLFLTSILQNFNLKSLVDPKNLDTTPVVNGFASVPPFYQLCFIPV
# CYP2C19 inh: blockers of cytochrome P450 2C19 activity – biochemical, luminescence, ADME assay, primary screen. CYP2C19 Supersomes, luciferin-H EGE luminescence, 30 min. inhibition, % at 5 µM. 96,000 compounds, 21% hits. AID 778, 2007;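 active = CYP2C19 inhibition above a set limit at 5 µM in the primary screen, cut at about 50% in these data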;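 also: plate controls were negative control wells for no effect and 2.5 mM tranylcypromine positive control for full effect; values of inactives mirror those of a sister screen read the other way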
# Mac1 fbg inh: inhibitors of CD11b/CD18 adhesion to fibrinogen, primary screen, K562 cells, luminescence. Integrin beta-2 (Homo sapiens) + Integrin alpha-M (Homo sapiens), P05107+P11215. ATPlite luminescence; Mn2+ added to activate the integrin. inhibition, % at 10 µM. 93,000 compounds, 0.54% hits;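 active = primary inhibition of 50% or more at 10 µM, then 40% or more on retest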; also: some results filed as inactive read as strong as hits
# CYP2C9 act: human CYP2C9 activators, primary screen, biochemical, luminescence | recombinant CYP2C9, luciferin-H conversion; hits give high values; factor 1 = untreated enzyme, 0 = blocked | activation factor at 5 µM | 96,000 compounds, 1.4% hits;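 active = activation factor of 2 or more for CYP2C9 at a 5 µM dose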;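 also: 0 = sulfaphenazole-blocked wells and 1 = vehicle-only wells; values of inactives mirror those of a sister screen read the other way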
# Starred values were filed as active, the others as inactive; nt = no result given.
SMILES,Mac1 fbg enh,PLAP act,CYP2C19 act,MT1-MMP txn act,Pyk2 oligo antag,CYP2C9 inh,CYP2C19 inh,Mac1 fbg inh,CYP2C9 act
COc1ccc(CC(=O)Nc2c3c(nn2-c2cccc(C)c2C)CS(=O)C3)cc1 (centres undefined),-2.9,1.5,0.1,1,-0.92,38.4,94.3*,28.1,0.6
Cc1nnc(C)n1/N=C/c1ccc2c(c1)OCCO2,-4.9,1,1,1.1,1.29,-12.5,3.4,0.6,1.1
CCOc1ccc(C(C)=O)cc1N1C(=O)C2C(C1=O)C1C=CC2C12CC2 (centres undefined),1.8,1,0.9,1.2,-0.63,9.9,12.7,8.4,0.9
CCCCOc1cccc(OCCCC)c1C(=O)Nc1cc(C)on1,3.0,0.8,0.7,nt,-0.02,15.4,34.3,-16.5,0.8
Cc1ccc(S(=O)(=O)C(CCC(=O)c2ccc(Cl)cc2)C(N)=O)cc1 (centres undefined),nt,1.1,1.1,nt,-0.13,-63.1,-7.6,nt,1.6
CCOC(=O)CSc1nnc(CNC(=O)c2cc(OC)c(OC)c(OC)c2)n1C,-7.5,1.2,1.2,1.5,0.38,-7.8,-15.7,-16.4,1.1
CCN(CC)c1cc(C(F)(F)F)nc(-c2ccccn2)n1,nt,0.9,1,nt,-0.3,-45.9,-0.5,nt,1.5
COC(=O)c1ccccc1NC(=O)c1ccc(COc2ccc(C)c(C)c2)o1,nt,1,0.5,1,-0.2,-3.5,52.5*,nt,1
O=C(NCc1ccc2c(c1)OCO2)c1cccc2c1C(=O)N(C1CCCCC1)C2,1.8,0.9,1.1,1,nt,-5.3,-13.2,-7.1,1.1
CCCCSc1nn[nH]n1,-1.2,1,1,0.9,2.18,1.4,3.1,29.7,1
CCCOc1ccc(N)cc1N,1.6,0.8,0.8,1.1,-1.23,32.0,16.7,-12.8,0.7
O=C(Nc1ccc(F)cc1)c1cc(S(=O)(=O)N2CCCCC2)cs1,2.3,1,0.7,nt,-0.44,49.2,26.9,5.0,0.5
CC(C)C(=O)N/N=C/c1ccc(OCc2ccccc2)cc1,nt,1,0.8,nt,0.52,14.4,20.2,nt,0.9
CCC(C)[C@H](NC(=O)Nc1cccc(OC)c1)C(=O)OC (some centres undefined),-1.9,1.1,0.5,0.9,0.84,11.1,54.7*,-12.6,0.9
CCCC(O)(c1ccc(Cl)cc1)C(CN1CCOCC1)c1ccccc1 (centres undefined),0.3,1.7,0.7,nt,nt,7.4,26.8,-9.7,0.9
Cc1cc(C)n2c(SC/C(O)=C(\C#N)c3nc4ccccc4[nH]3)nnc2n1,26.9,2*,0.8,1.3,0.48,30.5,16.1,-3.1,0.7
COc1cc2c(cc1OC)C(C(=O)O)C(c1cc(Br)c(O)c(OC)c1)N(C)C2=O (centres undefined),-6.1,1,1,1,0.43,12.5,-4.2,1.2,0.9
Cc1ccc(C)c(NC(=O)Cn2nc(C(F)(F)F)cc2C2CC2)c1,1.6,0.7,0.5,nt,0.05,-16.5,49.2,5.7,1.2
O=C(NCCc1ccc(Cl)cc1)C1CCN(S(=O)(=O)N2CCCC2)CC1,0.0,1.1,0.9,0.9,0.35,43.0,13.7,2.7,0.6
O=C(Nc1ccon1)c1cccc(S(=O)(=O)N2CCCCCC2)c1,-0.9,0.7,0.1,1.2,-0.3,64.7*,93.3*,1.1,0.4
COCCn1nnnc1CN(CCCN1CCOCC1)Cc1cc2c(C)ccc(C)c2[nH]c1=O,nt,1.6,1,1.1,-0.96,3.8,1.8,nt,1
COc1cccc(CNC(=O)C2CCCN(S(C)(=O)=O)C2)c1 (centres undefined),-1.4,1,0.9,1.2,-0.51,74.9*,7.9,-22.8,0.3
CCOc1ccc(Cc2nc(-c3nonc3N)no2)cc1OCC,-0.6,1.1,0.5,1,0.26,6.6,50.0*,11.1,0.9
CN(C)S(=O)(=O)c1ccc2nc(NC(=O)c3cccnc3)sc2c1,65.1,1,1.2,1.1,1.24,-4.8,-17.8,-1.5,1
O=C(CSc1nc(-c2ccccc2)nc2ccccc12)Nc1nccs1,nt,0.9,1,nt,0,18.7,2.9,nt,0.8

# Arranged by formula weight (rising): part of the list above.
SMILES,Mac1 fbg enh,PLAP act,CYP2C19 act,MT1-MMP txn act,Pyk2 oligo antag,CYP2C9 inh,CYP2C19 inh,Mac1 fbg inh,CYP2C9 act
CCOc1ccc(Cc2nc(-c3nonc3N)no2)cc1OCC,-0.6,1.1,0.5,1,0.26,6.6,50.0*,11.1,0.9
O=C(CSc1nc(-c2ccccc2)nc2ccccc12)Nc1nccs1,nt,0.9,1,nt,0,18.7,2.9,nt,0.8
CCOC(=O)CSc1nnc(CNC(=O)c2cc(OC)c(OC)c(OC)c2)n1C,-7.5,1.2,1.2,1.5,0.38,-7.8,-15.7,-16.4,1.1

# Next entries follow:
SMILES,Mac1 fbg enh,PLAP act,CYP2C19 act,MT1-MMP txn act,Pyk2 oligo antag,CYP2C9 inh,CYP2C19 inh,Mac1 fbg inh,CYP2C9 act
Brc1ccc(-n2cccc2/C=N/n2cnnc2)cc1,0.3,1.1,0.3,1.1,0.54,52.8*,74.4*,-4.5,0.5
Cc1cc(C)n(CCCO)c(=O)c1C#N,nt,1.1,1.2,nt,0.45,-20.3,-15.9,nt,1.2
O=C(Nc1cccn2ncnc12)c1ccc(Cl)cc1,-2.2,1.2,1.1,nt,-0.84,-11.3,-9.4,0.3,1.1
COc1ccc(N(C)C(=O)CC2(CC(=O)O)CCCCC2)cc1,-1.9,1.1,0.9,1.3,-0.45,-7.3,7.5,-41.5,1.1
COc1cccc(C(=O)Nc2ccc(NC(C)=O)cc2)c1,-4.6,1,0.7,nt,0.03,12.2,27.3,-5.2,0.9
CC1CCCCN1S(=O)(=O)c1ccc(C(=O)Nc2nnc(-c3ccccc3Cl)o2)cc1 (centres undefined),-6.2,1.6,0.7,1.1,-2.28,22.3,27.6,-18.7,0.8
CCOC(=O)c1sc(NCc2ccco2)c(-c2nc3ccccc3s2)c1N,-4.4,1.4,1.1,1.4,-1.57,35.5,-6.4,12.9,0.6
Cn1nnnc1SCC(=O)Nc1ccccc1C(=O)NC1CC1,2.3,1,1,1.1,0.26,10.7,-4.1,-18.3,0.9
Cc1ccc(C(c2nnnn2C(C)(C)C)N2CCc3ccccc3C2)cc1 (centres undefined),90.9,0.9,0.9,0.9,nt,-5.7,14.4,6.7,1.1
CCCNc1nc(C)c(C(C)=O)cc1C#N,-2.8,0.9,0.8,1.2,-0.34,-3.3,20.2,-8.3,1
CCC(C)[C@H](NC(=O)NCc1ccco1)C(=O)O (some centres undefined),-2.4,1,1.2,1,1.48,-31.9,-20.5,8.0,1.3
Cc1cccc(NC(=O)CSc2nc3ccc(NC(=O)CSc4nnnn4-c4ccccc4)cc3s2)c1C,24.5,0.9,0.8,nt,nt,68.4*,18.9,-1.3,0.3
Cc1ccccc1NC(=O)c1ccccc1NS(=O)(=O)c1cccc2cccnc12,-0.3,1.3,1,nt,-1.55,45.1,1.4,5.4,0.5
COc1cc(-c2nc3c(c(C)nn3-c3ccccc3)c3cc(OC)c(OC)cc23)ccc1O,nt,1.3,0.6,nt,0.27,47.5,38.1,nt,0.5
CC1(C)CC(=O)c2c(O)cc(OCc3ccc([N+](=O)[O-])cc3)cc2O1,5.1,1,1,nt,-0.13,2.9,-4.1,1.7,1
Cc1ccc2nc3c(cc2c1)c(NC(=O)c1cccnc1)nn3C,0.7,0.7,0.6,1.1,-1.54,58.2*,39.8,-25.1,0.4
COc1cccc(CNc2cc(CSc3ccc(Cl)cc3)nc(C)n2)c1,0.1,2*,0.1,1.1,-1.59,95.7*,94.4*,4.7,0
Cc1ccc(C(=O)c2coc3c2C(=O)C(=O)c2ccccc2-3)cc1,-1.2,0.9,0.5,nt,-2.43,72.2*,46.4,-30.2,0.3
CC(C)COc1ccc(/C=C2/Sc3ccccc3C2=O)cc1,nt,0.8,0.7,nt,-0.64,30.9,30.3,nt,0.7
COc1ccc(CCn2c(=S)[nH]c3cc(C(=O)NCc4ccco4)ccc3c2=O)cc1OC,21.7,1.4,0.6,0.8,-2.76,59.8*,42.4,27.9,0.4
COc1cccc(NC(=S)NNC(=O)c2ccccc2OC(F)F)c1,3.7,1.6,0.7,nt,-0.17,64.2*,28.8,1.0,0.4
N#Cc1nc(COc2cccc(Cl)c2)oc1NCc1ccncc1,-1.8,1.4,0,1.4,-0.03,99.7*,100.0*,29.2,0
COc1ccc(C(C(=O)NC2CCCC2)N(C(=O)c2snc(-c3ccc(F)cc3)c2N)c2cccc(F)c2)cc1 (centres undefined),25.2,0.1,1.2,nt,1.19,-3.8,-18.3,-15.4,1
CCc1nnc(NC(=O)c2cc3ccccc3oc2=O)s1,-1.6,1,1.2,1.2,0.58,-18.3,-17.4,-23.8,1.2
C=C1CSc2nc3ccccc3c(=O)n21,-5.4,1,1,nt,0.65,-7.4,-2.8,-6.0,1.1

# Next records
SMILES,Mac1 fbg enh,PLAP act,CYP2C19 act,MT1-MMP txn act,Pyk2 oligo antag,CYP2C9 inh,CYP2C19 inh,Mac1 fbg inh,CYP2C9 act
CCCN1C2=NCCN2c2ccccc21,-1.1,0.9,1,1.1,-0.83,-13.3,0.6,15.6,1.1
CCC(=O)Nn1c(C)nnc1C,4.5,0.9,1.1,1,0.55,-9.3,-9.2,2.7,1.1
COc1cccc(Cn2c(Oc3ccccc3)nc3c2c(=O)n(C)c(=O)n3C)c1,nt,1.5,0.6,0.8,-0.01,84.9*,44.2,nt,0.2
COc1ccccc1CC(=O)N1CCN(c2ccccn2)CC1,nt,1,0.4,1,0.24,-27.4,57.8*,nt,1.3
Cc1cc(Nc2ccccc2)n(-c2cccc(Cl)c2)n1,-1.4,0.4,0.2,1.2,-1.86,77.7*,79.6*,15.8,0.2
Cc1cccc(N2C(=O)c3cccc4c(N(C)CCO)ccc(c34)C2=O)c1,-3.4,0.8,0.7,1.3,-2.08,6.9,25.9,8.2,0.9
Cn1c(=O)oc2cc(S(=O)(=O)N3CCC(C(=O)Nc4ccc(OC(F)(F)F)cc4)CC3)ccc21,10.2,0.9,0.7,nt,2.06,-62.7,30.4,17.8,1.6
COCCCNC(=O)c1oc2ccc(S(=O)(=O)N(C)C3CCCCC3)cc2c1C,-6.9,1.5,0.8,1.1,-0.77,76.3*,24.2,14.0,0.2
Cc1ccc(-n2c(SCC(=O)Nc3cc(C)on3)nc3c([nH]c4ccccc43)c2=O)cc1,4.0,0.9,1,nt,nt,26.4,1.1,-20.4,0.7
O=c1/c(=C/c2ccco2)sc2nc(-c3ccccc3Br)nn12,8.2,2.2*,1,1.1,-0.07,7.4,-1.8,18.1,0.9
CCOC(=O)C1=C(N)Oc2cc(C)oc(=O)c2C1c1cccnc1 (centres undefined),-1.2,1,0.4,1.2,0.93,63.3*,60.5*,-2.5,0.4
Cc1ccc(CO/N=C\Cc2snc(Sc3ncc(C(F)(F)F)cc3Cl)c2C#N)cc1,-1.9,0.8,0.5,1.1,-0.31,-18.8,51.7*,-4.8,1.2
CC(C)C(=O)N(Cc1cc2ccccc2[nH]c1=O)C(C)(C)C,-3.0,1.3,0.8,1.2,0.6,15.0,20.0,25.5,0.8
CN1CCN(C(=O)C2CCC(CNS(=O)(=O)c3cccc4cccnc34)CC2)CC1 (centres undefined),20.1,1.2,1.1,1,nt,-26.9,-11.0,1.0,1.3
Cc1cc(C)c2cc3c(ccn3C3OC[C@H](O)[C@H](O)[C@H]3O)cc2n1 (some centres undefined),3.9,0.8,1,1.2,0.16,-15.6,-4.8,-15.0,1.2
CC(=NCc1ccccc1)C1=C(O)COC1=O,3.4,1,0.9,1.2,0.99,-15.9,9.0,5.7,1.2
